CCR6 antag = CCR6 receptor antagonists, primary screen, cell-based, CHO-K1, luminescence, beta-arrestin, uHTS | inhibition, % at 20 µM | C-C chemokine receptor type 6 (Homo sapiens), P51684 | 340,000 compounds, 0.49% hits | CHO-K1 CCR6 PathHunter beta-arrestin, CCL20-stimulated;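 active = compounds whose inhibition of the agonist-driven luminescence signal at 20 µM reaches about 50%, limit read from the data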;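 note: cells stimulated with CCL20 at 14 nM final; plate controls were DMSO with CCL20 for no effect and DMSO without agonist for full effect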
Target sequence (P51684 whole entry, looked up): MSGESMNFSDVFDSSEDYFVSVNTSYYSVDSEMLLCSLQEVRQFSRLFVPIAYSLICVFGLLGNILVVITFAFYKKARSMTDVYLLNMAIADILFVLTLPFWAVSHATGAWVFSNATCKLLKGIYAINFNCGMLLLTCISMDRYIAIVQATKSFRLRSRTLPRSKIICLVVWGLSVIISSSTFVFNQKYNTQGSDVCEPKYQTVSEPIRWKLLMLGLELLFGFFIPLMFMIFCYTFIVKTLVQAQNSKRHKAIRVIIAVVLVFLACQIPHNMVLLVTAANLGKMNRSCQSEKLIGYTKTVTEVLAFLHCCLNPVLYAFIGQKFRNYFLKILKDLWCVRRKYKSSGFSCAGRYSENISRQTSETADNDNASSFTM
CXCR6 inh = CXCR6 receptor inhibitors, primary screen, cell-based, beta-arrestin, luminescence, CHO-K1 PathHunter, 1536-well; inhibition, % at 20 µM; 360,000 compounds, 0.36% hits; in the data active = inhibition above about 34%, passing the limit was not always enough;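 note: antagonist mode with CXCL16 agonist at 10 nM final; 0% = 10 nM CXCL16 with DMSO and 100% = unstimulated wells without agonist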
Target sequence (O00574 whole entry, looked up): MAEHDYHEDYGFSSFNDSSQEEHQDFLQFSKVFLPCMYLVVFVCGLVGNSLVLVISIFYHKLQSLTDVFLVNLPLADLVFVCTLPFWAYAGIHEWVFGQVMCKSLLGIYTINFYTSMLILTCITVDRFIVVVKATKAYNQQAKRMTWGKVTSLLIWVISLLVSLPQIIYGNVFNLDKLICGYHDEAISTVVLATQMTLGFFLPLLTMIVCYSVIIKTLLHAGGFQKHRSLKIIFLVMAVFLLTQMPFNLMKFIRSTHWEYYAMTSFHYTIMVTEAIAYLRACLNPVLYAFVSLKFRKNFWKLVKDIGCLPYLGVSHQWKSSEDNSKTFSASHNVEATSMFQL
EBI2 block = EBI2 receptor antagonists, beta-arrestin recruitment, primary screen, cell-based, luminescence, 7a,25-OHC stimulation, uHTS. 7a,25-OHC stimulated. 360,000 compounds, 0.81% hits. inhibition, % at 5 µM; in the data active = inhibition above about 38%;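 note: enzyme fragment complementation signal reports receptor beta-arrestin coupling in cells; 0% = agonist plus DMSO wells and 100% = wells without agonist; some results beyond the cut were filed as inactive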
UBC13 inh = UBC13 polyubiquitin chain formation inhibitors, primary screen, biochemical, TR-FRET, uHTS; 330,000 compounds, 0.47% hits; AID 485273, 2010; Ubiquitin-conjugating enzyme E2 N (Homo sapiens), P61088; inhibition, % at 20 µM; in the data active = inhibition above about 45%, passing the limit was not always enough
ATG4B inh = ATG4B protease inhibitors, primary screen, biochemical, fluorescence, uHTS. ATG4B cleavage of LC3-PLA2, NBD-HPC fluorescence, 1 h. Cysteine protease ATG4B (Homo sapiens), Q9Y4P1. 340,000 compounds, 0.51% hits. AID 504462, 2011. inhibition, % at 8.33 µM; in the data active = inhibition above about 40%
Target sequence (Q9Y4P1 whole entry, looked up): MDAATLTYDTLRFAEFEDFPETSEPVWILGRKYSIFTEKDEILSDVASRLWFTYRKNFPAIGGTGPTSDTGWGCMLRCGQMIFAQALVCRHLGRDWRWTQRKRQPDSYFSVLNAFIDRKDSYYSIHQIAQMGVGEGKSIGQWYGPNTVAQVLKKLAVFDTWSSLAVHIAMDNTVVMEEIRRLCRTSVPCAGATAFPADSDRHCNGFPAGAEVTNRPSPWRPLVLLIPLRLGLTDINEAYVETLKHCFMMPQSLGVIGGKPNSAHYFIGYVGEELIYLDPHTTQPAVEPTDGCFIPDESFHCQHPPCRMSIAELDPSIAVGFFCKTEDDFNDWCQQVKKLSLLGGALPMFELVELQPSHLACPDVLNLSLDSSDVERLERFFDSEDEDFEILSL
APJ antagonist = antagonists of human apelin receptor APJ, primary screen, CHO-K1 cells, beta-arrestin complementation, luminescence; P35414; 330,000 compounds, 0.32% hits; inhibition, % at 20 µM; AID 2521, 2010;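 active = inhibition above about 40% at 20 µM, limit read from the data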;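 note: cells challenged with 10 nM apelin-13 agonist together with compound; plate controls were apelin-13 plus DMSO wells for no effect and DMSO wells lacking apelin-13 for full effect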
APJ ag = agonists of human apelin receptor APJ, primary screen, CHO-K1 cells, PathHunter beta-arrestin, luminescence | 0% DMSO wells, 100% apelin | 330,000 compounds, 0.11% hits | activation, % at 20 µM;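 active = activation more than six SD over the plate average, tested at 20 µM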;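 note: 0% = DMSO alone and 100% = apelin-13 at 10 nM; some results filed as inactive read as strong as hits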
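Material: CHO-K1 APJ beta-arrestin complementation cell line; Input: cell density 1000 per well; Incubation: compound stimulation 90 min at 25 °C, detection 60 min; Signal: luminescence from split beta-galactosidase complementation, Galacton Star/Emerald II substrate; Controls: DMSO-only wells as negative, 10 nM Apelin-13 as positive control.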
Gli-Sufu antag = Gli-Sufu pathway antagonists, primary screen, luciferase luminescence, Sufu-KO-LIGHT cells, uHTS. Sufu-KO-LIGHT fibroblasts, Gli luciferase reporter luminescence. inhibition, % at 5 µM. 340,000 compounds, 0.74% hits;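 active = inhibition above about 55%, limit read from the data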;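 note: 0% = DMSO-treated cells and 100% = wells with medium but no cells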
* = called active by the depositor; / = no result given. An unsorted share of the library. Share with any hit: about 3%.

Each structure is followed by: CCR6 antag	CXCR6 inh	EBI2 block	UBC13 inh	ATG4B inh	APJ antagonist	APJ ag	Gli-Sufu antag
1) Cc1cc(C(=O)NNC(=O)CCCOc2ccccc2)c(C)o1
    -5.2	-1.2	-1.8	5.7	3.1	14.0	-5.3	4.2
2) O=C(CN1CCN(Cc2ccccc2Cl)C1=O)NCC1CCCO1 (stereo not drawn)
    -4.2	-5.2	-1.7	3.8	-0.3	14.2	-2.7	0.2
3) COc1ccc(C2C(C#N)=C(N)Oc3c2oc(CO)cc3=O)cc1 (stereo not drawn)
    2.3	2.4	-1.6	-13.9	0.2	29.0	-0.1	-5.0
4) NNC(=O)c1cccc(COc2ccc(Br)cc2)c1
    0.2	-2.5	-3.1	-20.7	7.8	3.8	2.1	-152.5
5) COc1ccc(C2C(C#N)=C(N)Nc3nc4ccccc4n32)cc1 (stereo not drawn)
    6.1	-22.8	-19.0	-0.4	4.5	-19.4	-0.6	1.2
6) COc1cc2[nH]c(C(=O)N3CC(C)OC(C)C3)cc2c(OC)c1OC (stereo not drawn)
    -13.7	-1.8	-1.8	3.3	3.1	13.3	0.1	34.7
7) CC(=O)Nc1ccc(S(=O)(=O)NCC(=O)OCC(=O)c2ccc[nH]2)cc1
    5.4	-9.4	-0.5	1.6	3.0	-17.5	-2.4	-1.5
8) Cc1ccc(CSc2nnc(CS(=O)Cc3ccc(Cl)cc3Cl)n2C)cc1 (stereo not drawn)
    -0.1	-1.0	7.5	9.3	-0.1	-14.5	-4.9	-4.4
9) O=C(Nc1ccc(Cl)cc1F)c1ccc(COc2c(F)c(F)c(F)c(F)c2F)o1
    -3.2	-2.5	5.9	-11.6	19.9	-11.1	0.0	4.7
10) CCCCC(C(=O)NC(C)(C)C)N(Cc1ccccc1)C(=O)c1snc(C(N)=O)c1N (stereo not drawn)
    10.9	-4.8	3.1	30.3	-3.8	0.0	-4.7	1.7
11) COc1cccc2cc(C(=O)c3ccc([N+](=O)[O-])cc3)oc12
    -10.4	-6.0	-7.3	0.3	7.8	-20.0	3.5	-39.6
12) CCOC(=O)CCCCCN(Cc1ccccc1)S(=O)(=O)c1ccc([N+](=O)[O-])cc1
    15.3	-8.5	8.2	-9.5	4.9	-38.7	-0.2	6.9
13) CCOC(=O)C1C(=O)C=C(Nc2ccccc2F)CC1c1ccccc1 (stereo not drawn)
    -15.5	10.9	2.4	-0.8	4.5	-1.0	1.4	-41.5
14) COC(=O)c1ccc(NC(=O)[C@H](C)NC(N)=O)cc1
    -0.8	-1.3	0.0	1.8	-1.6	-0.1	-0.2	-2.8
15) O=C1CCNc2ccc(-c3ccccc3)cc21
    2.0	-7.1	-7.9	-1.7	-11.1	-24.0	-1.9	-4.6
16) CCC(C)(C)C1CCc2[nH]nc(C(=O)NC3CCCCC3)c2C1 (stereo not drawn)
    7.0	2.4	42.8*	-11.4	-13.5	13.6	7.9	-54.9
17) CCc1nc2c(sc3nc4c(cc32)COC(C)(C)C4)c(=O)n1Cc1ccccc1
    4.8	4.0	6.3	22.4	6.9	-11.9	-3.7	1.4
18) C#CCNC(=O)C1=C[C@@H](C2CC2)[C@H](CCCO)[C@@H](OCC)O1
    5.2	-3.2	-1.2	-9.0	-7.0	-12.3	-2.4	-21.0
19) COc1ccccc1NS(=O)(=O)c1ccc(C(=O)N2CCCCCC2)cc1
    7.1	-3.8	-2.9	9.8	-2.7	-2.5	-3.4	3.0
20) O=C(NC1CCCC1)c1ccc(Br)s1
    -6.8	-5.6	2.4	10.8	-3.0	2.8	-3.6	-7.1

(list continues)
Each structure is followed by: CCR6 antag	CXCR6 inh	EBI2 block	UBC13 inh	ATG4B inh	APJ antagonist	APJ ag	Gli-Sufu antag
21) COc1ccc(N/C=C(\C(C)=O)c2ccc(OC)c(OC)c2)cc1OC
    9.0	0.5	7.1	-12.1	5.7	-44.4	0.2	0.2
22) CCOC(=O)c1c(/N=C/c2cccc([N+](=O)[O-])c2O)sc2c1CCC2
    18.6	21.0	-7.2	-15.4	-4.2	21.8	-4.0	-9.1
23) CN(CC(=O)N1CCN(Cc2ccccc2)CC1)S(=O)(=O)c1ccc(Br)cc1
    10.0	-13.4	-0.8	-1.5	-0.1	2.0	8.3	14.6
24) CCOC(=O)c1cnc2sc3c(n2c1=O)CCCC3
    13.6	3.5	-7.7	8.0	10.8	0.3	6.1	9.1
25) Cc1ccccc1N1CN(Cc2ccco2)CNC1=S
    -0.7	2.7	9.9	5.9	-0.3	15.1	0.9	1.4
26) NC(=O)NC(=O)CSc1nc(C2CCCCC2)n(-c2ccccc2)n1
    0.3	-1.5	1.6	-5.9	-1.3	1.8	0.3	-4.5
27) CCCCn1c(SCC(=O)NC2CCS(=O)(=O)C2)nc2cc(S(N)(=O)=O)ccc21 (stereo not drawn)
    -7.6	-2.4	3.8	0.4	-0.9	26.1	-1.4	19.9
28) CC(C)Oc1cc(NC(=O)CS(=O)CC(=O)N(C)C)c(Cl)cc1Cl (stereo not drawn)
    15.8	0.4	-6.3	1.3	7.6	7.8	-3.4	11.4
29) CC(C)CN(CC(C)C)S(=O)(=O)N1CCC(C(=O)NC2CCCCCCC2)CC1
    7.4	4.5	4.2	3.5	3.7	-9.0	-4.7	13.0
30) O=C(NCc1ccc2c(c1)OCO2)c1ccc(S(=O)(=O)N2CCOCC2)cc1
    0.1	0.3	1.5	3.2	-6.9	2.4	0.2	2.3
31) Cc1oc2c(c1C(=O)N1CCC(C)CC1)C(=O)c1ccccc1C2=O
    -5.3	/	/	-51.8	4.5	-202.3	4.2	21.0
32) COC(=O)CC1SC(=O)NC1=Nc1cccc(C)c1 (stereo not drawn)
    6.2	4.4	-19.5	-2.0	-1.9	11.1	-2.6	-1.8
33) Cc1cc2nc(CCN(Cc3cccnc3)C(=S)Nc3ccc(F)cc3)[nH]c2cc1C
    17.8	4.3	4.8	10.0	-22.5	8.3	0.8	10.8
34) OCCN(CC(O)COc1ccccc1)CC(O)Cn1ccc2ccccc21 (stereo not drawn)
    11.3	-3.3	-0.9	3.7	-16.3	10.5	-3.9	17.0
35) COc1ccc2c(c1)N(C(=O)CSc1n[nH]c(C)n1)C(C)(C)C=C2C
    -5.7	-8.6	4.4	1.0	1.4	8.9	-0.8	1.8
36) Cc1ccc(CNc2nc3ccccc3n3nnnc23)cc1
    -4.8	-1.1	-10.2	5.1	0.9	-25.6	-4.3	-14.6
37) CCCC(=O)Nc1ccc(C(=O)NNC(=O)c2cccs2)cc1
    0.8	1.9	-4.8	2.1	3.6	-5.7	-5.7	9.5
38) Cc1c(C(=O)N(C)CC(=O)Nc2cccc(F)c2)oc2c(Cl)cccc12
    11.1	-1.7	-8.0	5.3	-0.7	-10.0	-5.0	3.6
39) FC(F)C(F)(F)C1=CC(c2ccccc2)=NCCN1
    1.2	3.3	-6.0	1.0	-3.0	4.2	-4.3	13.2
40) COc1cc(C(=O)Nc2ccc(O)cc2)ccc1OC(C)=O
    3.3	-6.4	-0.3	9.7	-7.6	-4.3	-1.3	8.5

(further entries)
Each structure is followed by: CCR6 antag	CXCR6 inh	EBI2 block	UBC13 inh	ATG4B inh	APJ antagonist	APJ ag	Gli-Sufu antag
41) O=C(Cc1ccccc1)NC1(O)C(=O)c2ccccc2C1=O
    1.3	2.4	-6.7	-21.1	-5.2	13.5	-0.3	7.9
42) COc1cc(C(=O)NCC2CCCN2S(=O)(=O)c2cccs2)cc(OC)c1OC (stereo not drawn)
    -3.7	0.8	-0.1	-1.7	-5.0	5.9	3.1	11.5
43) CC(=O)NCCNC(=O)c1ccc(Cn2c(=O)[nH]c3ccsc3c2=O)cc1
    13.0	1.8	-4.5	0.3	6.6	-3.3	-3.1	-18.0
44) Cc1cc(Br)ccc1NC(=O)C1CCN(S(=O)(=O)c2cnc[nH]2)CC1
    -3.5	0.1	2.1	-0.3	-2.7	-9.4	-2.5	4.6
45) Oc1c(Cl)cc(Cl)cc1/C=C/c1ccc2cccc(O)c2n1
    -8.9	-7.9	-13.9	-32.6	30.4	-16.8	1.5	40.5
46) COc1ccc(C(=O)COC(=O)Cn2nnc3ccccc32)cc1Br
    -3.6	3.2	2.7	4.0	-9.5	15.6	-1.3	-5.1
47) N#CC(C#N)=C1NC2(CCCC2)Cc2ccccc21
    8.3	11.0	1.7	4.8	-9.8	2.2	-0.2	-0.4
48) CCOC(=O)C1=C(C)N=C2SCCC(=O)N2C1c1cccs1 (stereo not drawn)
    7.0	-6.9	2.9	1.0	-6.0	19.2	0.1	2.5
49) O=C(NCCCn1ccnc1)c1nc(Cn2ccc([N+](=O)[O-])n2)no1
    -6.8	-3.5	-12.2	7.1	-5.4	-3.8	-1.4	-4.8
50) CCOC(=O)/C(C#N)=C/C1=C(N2CCOCC2)CC(C)(C)OC1
    11.3	-1.5	8.6	0.0	-4.1	-1.6	-1.6	-5.1
51) COc1ccc(C(=O)NC(=S)NNC(=O)c2ccc(C)cc2)cc1
    42.3	32.2	-7.5	-30.6	-6.0	-5.7	0.1	-16.3
52) CCOC(=O)C1=C(CSc2nc(-c3ccccc3)ccc2C#N)OC(N)=C(C#N)C1c1ccc(OC)cc1 (stereo not drawn)
    0.2	-5.3	13.4	-5.5	2.4	-10.4	2.1	-0.7
53) Cn1c(=O)n(C)c2cc(NC(=O)COc3ccc(F)cc3)ccc21
    10.2	-10.8	3.0	-3.8	-4.2	-16.9	-1.5	2.2
54) Cc1ccc(-c2ccc(SCC(=O)NCC3CCCO3)nn2)cc1 (stereo not drawn)
    9.7	-4.3	2.1	-5.3	-4.3	-6.3	-1.5	-7.9
55) O=C(/C(=C(\[O-])c1ccccc1)[n+]1ccc2ccccc2c1)c1ccccc1
    2.1	1.3	8.4	/	15.2	/	/	3.7
56) CCn1cc(C(=O)N2CCN(c3ccc(OC)cc3)CC2)c2cc(OC)c(OC)cc2c1=O
    -0.8	-7.6	-6.1	13.4	-5.1	7.8	-4.1	-8.0
57) COC(=O)CN(C)C(=O)c1ccc(OC)c(OC2CCN(C(C)C)CC2)c1
    5.4	-9.0	9.0	-1.0	-3.4	12.3	1.3	6.3
58) CC(=O)OCc1nc2ccccc2s1
    -5.3	-3.1	3.0	5.4	6.2	-4.0	-1.5	/
59) COc1ccc(-c2[nH]ncc2CNC(C)CCn2cccn2)c(F)c1 (stereo not drawn)
    -6.2	3.2	6.1	14.9	9.8	20.3	-3.6	-20.8
60) CCCS(=O)(=O)N1CCC(C(=O)NC2CCCCC2C)CC1 (stereo not drawn)
    9.4	-5.8	-19.9	6.9	-2.4	29.8	-1.8	2.0
61) O=C(N/N=C/C(Br)=C/c1ccccc1)C1CC1
    -6.0	-1.0	-3.6	-5.1	13.2	-5.2	-1.2	-30.3
62) O=C(c1ccccc1-c1nc(-c2ccccc2Cl)no1)N1CCOCC1
    8.7	-11.6	-5.3	5.4	-3.2	-4.9	0.0	-0.5
63) COc1ccc2c(c1)c(=O)oc1c(C)c(OC(C)C(=O)NCC3CCC(C(=O)O)CC3)ccc12 (stereo not drawn)
    -2.4	-5.0	-4.9	4.4	-20.2	-8.3	0.3	4.0

From entry 41 up to 43, as listed above:
Each structure is followed by: CCR6 antag	CXCR6 inh	EBI2 block	UBC13 inh	ATG4B inh	APJ antagonist	APJ ag	Gli-Sufu antag
41) O=C(Cc1ccccc1)NC1(O)C(=O)c2ccccc2C1=O
    1.3	2.4	-6.7	-21.1	-5.2	13.5	-0.3	7.9
42) COc1cc(C(=O)NCC2CCCN2S(=O)(=O)c2cccs2)cc(OC)c1OC (stereo not drawn)
    -3.7	0.8	-0.1	-1.7	-5.0	5.9	3.1	11.5
43) CC(=O)NCCNC(=O)c1ccc(Cn2c(=O)[nH]c3ccsc3c2=O)cc1
    13.0	1.8	-4.5	0.3	6.6	-3.3	-3.1	-18.0

Source: PubChem BioAssay
